TMEM16A act: activates or potentiates the mouse TMEM16A chloride channel; Q8BHY3; HEK293 TMEM16A/YFP-H148Q/I152L, iodide quench fluorescence; stronger effect = lower value; B-score at 10 µM; 340,000 tested, 0.3% active; AID 623877;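 active means fluorescence-ratio B-score plate-corrected deviation score at least 3 library SD below zero, with starting fluorescence score within 5 deviations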;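 further: channel opened by trigger with iodide after compound preincubation; score built on the fluorescence ratio of max minus min over baseline; more negative score means more quench and so TMEM16A activation or potentiation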
TRPC4 potent: TRPC4 (mouse) allosteric potentiation; Q9QUQ5; 310,000 tested, 0.42% active; AID 2227; B-score at 10 µM; HEK293 TRPC4beta/mu-opioid, DAMGO EC20, Fluo-4 Ca2+ flux; stronger effect = higher value;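 active means B-score of calcium response area above 5 SD of library B-scores, with initial fluorescence ratio within 5 SD of library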;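 further: B-score of integrated fluorescence ratio over time as area under calcium response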
Target sequence (Q9QUQ5 whole entry, looked up): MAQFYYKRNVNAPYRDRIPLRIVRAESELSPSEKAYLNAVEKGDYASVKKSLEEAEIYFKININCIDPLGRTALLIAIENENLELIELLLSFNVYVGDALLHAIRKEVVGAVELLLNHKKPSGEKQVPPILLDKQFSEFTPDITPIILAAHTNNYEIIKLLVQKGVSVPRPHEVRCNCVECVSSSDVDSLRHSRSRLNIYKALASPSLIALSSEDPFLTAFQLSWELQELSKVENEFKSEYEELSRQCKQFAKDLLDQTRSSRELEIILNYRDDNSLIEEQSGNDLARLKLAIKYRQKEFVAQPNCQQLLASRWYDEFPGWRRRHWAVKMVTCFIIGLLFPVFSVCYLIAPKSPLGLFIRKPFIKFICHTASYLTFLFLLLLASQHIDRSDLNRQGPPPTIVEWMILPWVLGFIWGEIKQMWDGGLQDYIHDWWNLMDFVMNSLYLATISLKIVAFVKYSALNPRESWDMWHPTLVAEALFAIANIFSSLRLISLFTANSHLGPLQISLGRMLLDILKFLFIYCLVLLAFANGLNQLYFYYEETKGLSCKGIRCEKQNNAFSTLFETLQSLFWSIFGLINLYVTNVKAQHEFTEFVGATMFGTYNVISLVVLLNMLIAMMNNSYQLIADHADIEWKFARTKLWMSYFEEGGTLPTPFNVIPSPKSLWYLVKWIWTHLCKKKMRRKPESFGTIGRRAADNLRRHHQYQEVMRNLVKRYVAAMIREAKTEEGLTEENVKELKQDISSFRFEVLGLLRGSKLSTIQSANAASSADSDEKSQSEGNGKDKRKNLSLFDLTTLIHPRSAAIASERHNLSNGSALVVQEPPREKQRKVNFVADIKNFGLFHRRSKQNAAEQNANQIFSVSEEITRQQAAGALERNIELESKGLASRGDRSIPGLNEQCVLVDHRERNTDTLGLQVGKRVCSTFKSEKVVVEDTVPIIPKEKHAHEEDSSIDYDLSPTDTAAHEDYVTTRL
TRPC4 act: opens the mouse TRPC4 cation channel | Q9QUQ5 | B-score at 10 µM | 310,000 tested, 0.49% active | HEK293 TRPC4beta/mu-opioid, Fluo4 calcium fluorescence; stronger effect = higher value;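 active means B-score above 5 SD of library B-scores, and initial fluorescence ratio not above library mean plus 5 SD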;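 further: positive B-score marks a calcium rise read as TRPC4 activation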
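Assay system: HEK293 stable line with TRPC4beta plus mu-opioid receptor; schedule: 45 min room-temperature Fluo4 loading, 110 s read; technique: kinetic Fluo4 calcium fluorescence; evaluation: integrated baseline-normalised fluorescence ratio, converted to per-well B score; controls: buffer (low) and maximal DAMGO (high)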
ANO1 block: inhibitors of mouse TMEM16A calcium-activated chloride channel | AID 588511 | normalized B-score (activity score, 25-100; higher = stronger inhibition) at 10 µM | Q8BHY3 | HEK293 TMEM16A/YFP iodide influx fluorescence, ionomycin | 310,000 tested, 1.2% active;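 active means ratio plate-corrected score three or more library SD toward inhibition, starting fluorescence score within five deviations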;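 further: score derived from kinetic fluorescence span divided by baseline fluorescence per well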
KCNQ1 block: blocks the human KCNQ1 potassium channel; CHO-K1 KCNQ1, FluxOR thallium flux fluorescence; stronger effect = higher value; 310,000 tested, 1.3% active; P51787; B-score at 10 µM;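 active means compounds whose thallium flux B-score, printed positive for inhibition, exceeds three library SD while starting fluorescence stays within three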;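 further: channel opened by potassium depolarization with thallium stimulus after 20 min compound exposure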
Dyrk1A ADPGlo: Dyrk1A (rat) kinase inhibition; ADP-Glo luminescence, NFATc1 peptide; 310,000 tested, 0.43% active; inhibition, % at 12.5 µM; in the data active means inhibition above about 50%;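 further: plate controls were vehicle with enzyme for no effect and no enzyme for full effect; many of its hits are not listed in these tables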
hERG protect: hERG (human) protection from proarrhythmic block | activation (rescue from dofetilide block), less the hit threshold, % at 10 µM | CHO-hERG, FluxOR thallium flux, dofetilide IC70 present | AID 1511 | 310,000 tested, 0.51% active;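 active means activation above the mean of controls blocked by dofetilide plus 5 SD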;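 further: thallium influx through hERG after potassium depolarization seen as dye fluorescence rise; in these data hits start at about 4.7%; inactives centre near -7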
KCNK3 inh: human KCNK3 channel inhibition, primary screen; O14649; B-score at 10 µM; 340,000 tested, 0.84% active; CHO-KCNK3 thallium flux, FluxOR fluorescence; stronger effect = lower value;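 active means B-score under library mean minus 4 SD, starting fluorescence ratio at most library mean plus 5 SD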;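 further: more negative B-score means stronger inhibition of thallium flux through KCNK3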
KCNK9 inh: inhibitors of human KCNK9 two-pore domain potassium channel; HEK293 KCNK9, FluxOR thallium flux fluorescence; stronger effect = lower value; 310,000 tested, 1.2% active; B-score at 10 µM; Q9NPC2;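 active means ratio B-score over 3 SD below the library mean, with starting fluorescence within 5 SD of its mean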;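 further: negative B-score means less thallium flux so channel inhibition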
HDAC3 inh: blocks human histone deacetylase 3 | O15379 | recombinant HDAC3, fluorogenic peptide/trypsin coupled, fluorescence | inhibition, % at 8.3 µM | 320,000 tested, 0.15% active | AID 2718; in the data active means inhibition above about 26%, passing the limit was not always enough
KCNQ1 pot: potentiates or activates the human KCNQ1 potassium channel. P51787. CHO-K1 KCNQ1, thallium flux FluxOR fluorescence; stronger effect = higher value. B-score at 10 µM. 310,000 tested, 0.35% active. AID 2648;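 active means fluorescence ratio B-score, a plate-corrected score, at least three library SD, with initial intensity B-score within 5 SD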
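Assay system: CHO-K1 cells stably expressing KCNQ1. Medium: assay buffer for compound exposure, DMSO matched across wells. Timing: 37 °C overnight plating, 90-min dark dye load, 20-min compound pretreatment. Signal: kinetic FluxOR fluorescence, 10 s baseline plus 110 s post-stimulus.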
The depositor's hits bear a star; i = inactive; / = not tested or not shown; & = joins results of further samples. Only part of the results is shown; the hit share may differ from the screen's.

smiles	TMEM16A act	TRPC4 potent	TRPC4 act	ANO1 block	KCNQ1 block	Dyrk1A ADPGlo	hERG protect	KCNK3 inh	KCNK9 inh	HDAC3 inh	KCNQ1 pot
CC(=O)N1c2ccccc2NC2=C(C(=O)CC(C)(C)C2)C1c1cccn1C (stereo not given)	i	i	i	i	i	-3	-2	i	i	3	i
CCCCNC(=S)N1CCN(C(c2ccccc2)c2ccccc2)CC1	i	i	i	i	i	6	-28	-11*	-6.8*	5	i
NC(=O)C1CCCN(Cc2c(C(=O)N3CCc4ccccc4C3)nc3ccc(Cl)cn23)C1 (stereo not given)	i	i	i	i	i	1	-11	i	i	0	i
Cc1csc(=N)n1-c1ccc(Cl)cc1	i	i	i	i	i	1	2	i	i	-1	i
CC(C)(C)c1ccc(C(=O)NNc2cc(N3CCOCC3)nc(N3CCOCC3)n2)cc1	i	i	i	i	i	5	-17	i	i	3	i
COc1ccc(CNC(=O)COC(=O)Cc2ccc(Cl)cc2Cl)cc1	i	i	i	i	i	-42	-2	i	i	9	i
Oc1ccccc1N1CCN(CC(O)COCc2ccccc2Cl)CC1 (stereo not given)	i	i	i	i	i	3	-6	i	i	-2	i
Cc1cc(NC(=O)c2cc(-c3cccs3)on2)no1	i	i	i	i	i	-13	-8	i	i	1	i
CCC1Oc2ccccc2N(CC(=O)N2CCOCC2)C1=O (stereo not given)	i	i	i	i	i	-6	-3	i	i	-1	i
CCCC1Cc2c(sc(NC(=S)NC(=O)c3ccccc3)c2C#N)CO1 (stereo not given)	/	i	i	i	i	/	-7	/	i	0	i
COC(=O)c1cc(NC(=O)CSc2nc(C)cc(=O)[nH]2)cc(C(=O)OC)c1	i	i	i	i	i	1	-7	i	i	-8	i
CCOC(=O)C1CCN(C(=O)C(=O)N2CCC(C(=O)OCC)CC2)CC1	i	i	i	i	i	-1	0	i	i	-14	i
O=C(c1cn(-c2ccccc2)nc1-c1ccccc1)n1nnc2ccccc21	i	i	i	i	i	-8	-7	i	i	-1	i
COc1ccccc1N(C)S(=O)(=O)c1ccc(C(=O)OCC(N)=O)cc1	i	i	i	i	i	-2	-1	i	i	12	i
COc1ccc(C(=O)NCC(=O)OCC(=O)Nc2c(C)n(C)n(-c3ccccc3)c2=O)cc1	i	i	i	i	i	2	-12	i	i	-2	i
NC(=O)CCS(=O)(=O)c1ccccc1	i	i	i	i	i	1	0	i	i	-2	i
Cc1ccc2c(CC(=O)NNC(=O)c3ccccc3O)coc2c1	i	i	i	i	i	11	-18	i	i	-2	i
Cc1ccc(C(=O)Nc2nc(=O)[nH]s2)cc1	i	i	i	i	i	2&-1	-7&-3	i	i	-2&6	i
COc1cccc(CNC(=O)c2ccc(N3CCOCC3)c([N+](=O)[O-])c2)c1	i	i	i	i	i	-1	-8	i	i	-4	i
CCOC(=O)C1CCN(Cc2cnc(Oc3ccc(C(C)(C)C)cc3)s2)CC1	i	i	i	i	i	-6	-20	i	i	12	i
O=C(Cn1cc([N+](=O)[O-])cn1)NCCc1nc2ccccc2[nH]1	i	i	i	i	i	/	-13	i	i	-1	i
O=C(CN1C(=O)CC(c2ccccc2)S(=O)(=O)c2ccccc21)NC1CCCC1 (stereo not given)	i	i	i	i	i	2	-14	i	i	-2	i
CC(=O)C1=C(O)C(=O)N(Cc2ccco2)C1c1ccc2c(c1)OCO2 (stereo not given)	i	i	i	i	i	5	-9	i	i	4	i
Cc1ccc(N2C(=O)CC(Cn3nc(C)cc3C)C2=O)cc1 (stereo not given)	i	i	i	i	i	-2	-7	i	i	-3	i
CCn1c(COc2ccccc2)nnc1SCC(=O)NC1CC1	i	i	i	i	i	3	-1	i	i	-9	i
Cc1nn2c(nc1=O)NNC2(C)C(C)(C)C (stereo not given)	i	i	i	i	i	-3	-8	i	i	-5	i
CN(CC(=O)NCc1ccc(Cl)cc1)S(=O)(=O)c1cccs1	i	i	i	i	i	-1	-9	i	i	-6	i
Cc1ccc2c(c1)c1nc3ccccc3nc1n2C	i	i	i	i	i	2	-2	i	i	2	i
O=S(=O)(NCc1nnc2c(C(F)(F)F)cc(Cl)cn12)c1ccccc1	i	i	i	i	i	0	-6	i	i	2	i
CSc1ccccc1NC(=O)c1noc2c1CCC2	i	i	i	i	i	-3	-8	i	i	7	i
Cc1nc2ccccc2c(=O)n1N(c1ccccc1)c1ccccc1	i	i	i	i	i	-5	-17	i	i	-2	i
O=C(NCCCc1ccncc1)C1CCC(=O)N(Cc2cccc(C(F)(F)F)c2)C1 (stereo not given)	i	i	i	i	i	4	-8	i	i	3	i
O=C(O)c1ccc(-c2ccccc2C(F)(F)F)o1	i	i	i	i	i	-4	-12	i	i	-3	i
COc1ccc(NC(=O)c2sc(NC(=O)C3CC3)nc2C)cc1	i	i	i	i	i	12	-3	i	i	3	i
NC(=O)CSc1nc(-c2ccccc2Cl)ns1	i	i	i	i	i	2	-9	i	i	1	i
c1ccc(-c2[nH]ncc2-c2nc3ccccc3[nH]2)cc1	i	i	i	i	i	8	-7	i	i	-20	i
COc1ccc(N2CC(C(=O)Nc3ccc(S(=O)(=O)Nc4nc(C)cc(C)n4)cc3)CC2=O)cc1 (stereo not given)	i	i	i	i	i	-14	-2	i	i	-6	i
COc1ccc(OCCSc2nnc(CCNC(=O)c3ccc(Cl)c(Cl)c3)n2C)cc1	i	i	i	i	i	4	-4	i	i	1	i
Cc1nc(N2CCN(Cc3ccccc3)CC2)nc2c1C(=O)CC(c1ccco1)C2 (stereo not given)	i	i	i	i	i	4	-12	i	i	-1	i
CC(C)(C)NC(=O)C(c1ccc(O)cc1)N(Cc1ccco1)C(=O)CCC(=O)Nc1ccccn1 (stereo not given)	i	i	i	i	i	0	-10	i	i	6	i
COCCNC(=O)c1cc2c(=O)n3cccc(C)c3nc2n1C	i	i	i	i	i	-5	-7	i	i	-4	i
COc1cccc(CN(C)C(=O)c2cc(COc3ccc(-n4cncn4)cc3)on2)c1	i	i	i	25*	i	1	-14	i	i	-1	i
COc1ccc(C(=O)NCC(=O)NCc2cc(=O)n(C)c(=O)n2C)cc1	i	i	i	i	i	0	-3	i	i	-2	i
O=C1CN(C(=O)c2cc3ccccc3oc2=O)C(c2ccccc2)c2cc(F)ccc2N1 (stereo not given)	i	i	i	i	i	15	-14	i	i	-1	i
Cc1ccc(C)c(NC(=O)C(CC(=O)O)C2CCCO2)c1 (stereo not given)	i	i	i	i	i	/	-7	i	i	0	i
O=C(CCN1C(=O)S/C(=C/c2ccc(F)cc2)C1=O)Nc1ccc(O)c(C(=O)O)c1	i	i	i	i	i	/	-5	i	i	6	i
COc1ccc(N2CCN(CCNC(=O)C3CC(=O)N(C4CCCC4)C3)CC2)cc1 (stereo not given)	i	i	i	i	i	/	-2	i	i	1	i
Cc1ccc(NC(=O)Cn2nnc(-c3ccccc3NC(=O)c3cccs3)n2)cc1	i	i	i	i	i	-7	-3	i	i	-3	i
CCOC(=O)c1c(C)nc2sc(C(=O)Nc3ccccc3)c(N)c2c1-c1ccc(OC)cc1	i	i	i	i	i	2	-12	i	i	9	i
COc1ccccc1CNS(=O)(=O)c1ccc2c(c1)N(C(C)=O)CCO2	i	i	i	i	i	3	-7	i	i	-2	i
CCOC(=O)Cn1cc(/C=C(/C#N)C(=O)NC(C)C)c2ccccc21	i	i	i	i	i	-3	-6	i	i	7	i
CCOC(=O)C(NCCOC)(NC(C)=O)C(F)(F)F (stereo not given)	i	i	i	i	i	6	-1	i	i	3	i
N#CNC1=NCN(CCc2ccccc2)CN1	i	i	i	i	i	4	-3	i	i	-2	i
CCOC(=O)c1sc2nc3c(cc2c1N)COC(C(C)C)C3 (stereo not given)	i	i	i	i	i	0	-6	i	i	-1	i
COc1ccccc1CC(NC(C)=O)C(=O)NC1CCN(C(=O)Nc2ccccc2Cl)CC1 (stereo not given)	i	i	i	i	i	2	-2	i	i	9	i
O=S(=O)(NCc1ccc(Cl)cc1)c1cnc[nH]1	i	i	i	i	i	-5	-1	i	i	-1	i
CCN(CC(=O)NC(C)(C)C)C(=O)CN1c2cccc3cccc(c23)S1(=O)=O	i	i	i	i	i	0	-2	i	i	-2	i
COc1cccc(/C=N/NC(=O)CC(C)O)c1OC/C=C/c1ccccc1 (stereo not given)	i	i	i	i	i	-6	-10	i	i	6	i
O=C(CNC(=O)c1ccco1)NCC(=O)OCc1ccccc1Cl	i	i	i	i	i	12	-9	i	i	-4	i
Cc1cc(C(=O)Nc2sc3c(c2C#N)CCC(C)C3)cs1 (stereo not given)	i	i	i	i	i	-3	-8	i	i	-1	i

Next part:
smiles	TMEM16A act	TRPC4 potent	TRPC4 act	ANO1 block	KCNQ1 block	Dyrk1A ADPGlo	hERG protect	KCNK3 inh	KCNK9 inh	HDAC3 inh	KCNQ1 pot
O=c1nc2n(c3ncccc13)CCC2	i	i	i	i	i	2	-7	i	i	-1	i
C/C(=N\NS(=O)(=O)c1cccc([N+](=O)[O-])c1)c1cccnc1	i	i	i	i	i	-2	-3	i	i	-3	i
CCOC(=O)c1csc(COc2ccc(OC)cc2)n1	i	i	i	i	i	-7	-6	i	i	-4	i
COc1cc(-c2nnc(SC/C=C/c3ccccc3)n2N)cc(OC)c1OC	i	i	i	i	i	4	-22	i	i	0	i

One compound at a time, from the list above. Screens in order: TMEM16A act	TRPC4 potent	TRPC4 act	ANO1 block	KCNQ1 block	Dyrk1A ADPGlo	hERG protect	KCNK3 inh	KCNK9 inh	HDAC3 inh	KCNQ1 pot
Profile of `CCOC(=O)c1csc(COc2ccc(OC)cc2)n1` = i	i	i	i	i	-7	-6	i	i	-4	i
Profile of `C/C(=N\NS(=O)(=O)c1cccc([N+](=O)[O-])c1)c1cccnc1` = i	i	i	i	i	-2	-3	i	i	-3	i
Profile of `COc1cc(-c2nnc(SC/C=C/c3ccccc3)n2N)cc(OC)c1OC` = i	i	i	i	i	4	-22	i	i	0	i
Profile of `O=c1nc2n(c3ncccc13)CCC2` = i	i	i	i	i	2	-7	i	i	-1	i
